Screening results: PubChem BioAssay, several laboratories
HEK293 NOD2/NF-kB = NOD2 signaling inhibitors, cell-based, luminescence, uHTS, HEK293 (AID 1566); HEK293 NOD2/NF-kB luciferase reporter, luminescence; higher % means a stronger effect; 290,000 compounds, 0.63% hits; one-dose inhibition, % at 4 µM; EC50 in µM for titrated hits; also: many of its hits are not listed in these tables
GPR55 activation = GPR55 agonists via beta-arrestin recruitment, primary screen, imaging, U2OS cells, beta-arrestin-GFP redistribution (AID 1961); G-protein coupled receptor 55 (Homo sapiens); U2OS GPR55 beta-arrestin-GFP redistribution imaging; higher % means a stronger effect; activation, % at 10 µM, or EC50 in µM where a hit was titrated; 290,000 compounds, 0.048% hits;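 active = activation above 40% with more than 50 cells counted in the well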;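 also: U2OS osteosarcoma cells stably expressing GPR55 and beta-arrestin-GFP; plate controls were DMSO negative control for no effect and LPI positive control for full effect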
AID2073 = inhibitors of Mint1-CaV2.2 protein interaction, biochemical, HTRF (AID 2073). inhibition, % at 20 µM, or IC50 in µM where a hit was titrated. 290,000 compounds, 0.19% hits. HTRF protein-protein interaction, Mint1-CaV2.2; higher % means a stronger effect; in the data active = inhibition mostly above about 51%, no sharp cut-off; also: some results filed as inactive read as strong as hits
M1AAP inhibition = P. falciparum M1AAP inhibitors, biochemical, fluorogenic H-Leu-NHMec substrate, 1536-well (AID 1445) | Aminopeptidase N (Plasmodium falciparum (isolate 3D7)) | recombinant M1AAP, H-Leu-NHMec fluorogenic kinetic assay; higher % means a stronger effect | one-dose inhibition, % at 30 µM; IC50 in µM for titrated hits | 220,000 compounds, 0.42% hits;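 active = primary inhibition above the hit cutoff, then over 50% inhibition at one or more dose response concentrations, cut at about 23% in these data, passing the limit was not always enough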;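 also: plate controls were DMSO full reaction for no effect and no enzyme background for full effect; strong numbers were not always called active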
KOR beta-arrestin-1 = KOR antagonists, beta-arrestin recruitment, cell-based, luminescence, uHTS (AID 1778) | one-dose inhibition, % at 10 µM; IC50 in µM for titrated hits | KOR beta-arrestin recruitment, luminescence, antagonist mode; higher % means a stronger effect | 290,000 compounds, 0.091% hits; also: strong numbers were not always called active
KOR beta-arrestin-2 = KOR agonists, beta-arrestin recruitment, primary screen, cell-based, luminescence, uHTS (AID 1777). one-dose activation, % at 10 µM; EC50 in µM for titrated hits. KOR beta-arrestin recruitment, luminescence; higher % means a stronger effect. Kappa-type opioid receptor (Homo sapiens). 280,000 compounds, 0.02% hits; in the data active = activation above about 50%, passing the limit was not always enough; also: a part of the inactive calls stands beside numbers as strong as those of hits
P. falciparum M17LAP = P. falciparum M17LAP inhibitors, primary screen, biochemical, fluorogenic H-Leu-NHMec substrate, 1536-well (AID 1619); one-dose inhibition, % at 30 µM; IC50 in µM for titrated hits; recombinant M17LAP, H-Leu-NHMec fluorogenic kinetic assay; higher % means a stronger effect; Leucine aminopeptidase (Plasmodium falciparum (isolate 3D7)); 220,000 compounds, 0.38% hits;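 active = compound inhibiting the enzyme by more than half at any dose during confirmatory dose-response retesting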;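 also: plate controls were full reaction with DMSO carrier for no effect and no enzyme background for full effect; strong numbers were not always called active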
NOD1 NF-kB reporter = NOD1 signaling inhibitors, primary screen, cell-based, luminescence, uHTS (AID 1578) | 290,000 compounds, 1% hits | one-dose inhibition, % at 4 µM; EC50 in µM for titrated hits | NOD1-driven NF-kB luciferase reporter cells, luminescence; higher % means a stronger effect; in the data active = inhibition mostly above about 36%, no sharp cut-off; inactive = mostly below about 34%;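 also: HEK-293T reporter cells stimulated with the NOD1 agonist gamma-tri-DAP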
Dynein transport = inhibitors of GR-EGFP nuclear translocation, primary screen, dynein cargo transport inhibitor project, imaging, high-content, 3617.4 mouse cells; AID 1381, 2008; test concentration mostly 20 µM; stimulated with dexamethasone, 1 µM; hits give low values; z-score, hits read low; 220,000 compounds, 0.47% hits;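 active = plate z-score of nuclear minus cytoplasmic receptor signal below a set negative limit, without overly bright fluorescence or cell loss, cut at about -3.5 in these data, passing the limit was not always enough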;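 also: z-score of nuclear minus cytoplasmic ring GR-EGFP intensity difference per well; some compounds called inactive have numbers as strong as hits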
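Also added – dexamethasone, 1.0 µM final · Buffer or medium – tet-free, stripped-serum medium · Schedule – induction 48 h, compound 1 h, agonist 30 min · Detection – formaldehyde fixation, Hoechst nuclear stain, 10x automated fluorescence imaging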
Dynein transport cytoplasmic EGFP = further read-out of Dynein transport, marked with its call; z-score; measured here: cytoplasmic GR-EGFP intensity; hits give high values
Dynein transport nuclear GR-EGFP = second read-out of Dynein transport, no call of its own (marks repeat the call); z-score; measured here: nuclear GR-EGFP intensity;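 lower value marks the stronger effect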
Dynein transport cell count = further read-out of Dynein transport, marked with its call; z-score; measured here: cell count per field
* hit, by the source's call; · = not tested or not shown; [ ] = another dose, or the depositor's remark. Rule as the data show it, unless noted: active = inhibition above about 50%; inactive = the rest.

mol	HEK293 NOD2/NF-kB	GPR55 activation	AID2073	M1AAP inhibition	KOR beta-arrestin-1	KOR beta-arrestin-2	P. falciparum M17LAP	NOD1 NF-kB reporter	Dynein transport	Dynein transport cytoplasmic EGFP	Dynein transport nuclear GR-EGFP	Dynein transport cell count
O=c1[nH]c(=S)[nH]c2c1CN(Cc1ccc(F)cc1)CC2	7%	-0.1%	-39%	·	-12%	0.8%	·	-10%	·	·	·	·
Oc1oc(-c2ccccc2Br)nc1C=Nc1ccc(Br)cn1	3%	0.0%	54%	2%	-105%	-4.3%	5%	-21%	-1.5	-0.18	-1	0.99
CC(CC(=O)NCc1ccco1)S(=O)(=O)c1ccc2c(c1)CCN2C(=O)C1CC1 (centres undefined)	7%	0.2%	8%	·	-14%	-4.8%	·	-10%	·	·	·	·
C=CCN(c1ccc(C(=O)NCCN2CCOCC2)cc1)S(C)(=O)=O	24%	-0.3%	-2%	·	-17%[20 µM]	3.7%	·	13%	·	·	·	·
O=C(CCCN1C(=O)c2ccccc2C1=O)N1CCc2ccccc2C1	8%	0.1%	4%	4%	-22%	0.7%	0%	-27%	-0.26	-0.23	-0.27	0.81
Cc1ccc(C(=O)CSc2ccccc2C(=O)O)cc1	-8%	-0.1%	7%	·	-35%	0.5%	·	-35%	·	·	·	·
Cn1c(=O)cc(N2CCc3ccccc32)[nH]c1=O	2%	-0.1%	13%	3%	-4%	-2.1%	8%	-23%	0.08	-0.16	0.3	-0.52
CCC(C)(C)NC(=O)Cc1ccc(F)cc1	5%	-0.1%	-1%	-1%	-47%[20 µM]	-2.6%	-4%	-5%	-0.41	-0.32	0.27	-0.19
COc1ccccc1CCNS(=O)(=O)c1ccc(C(=O)O)n1C	14%	0.2%	1%	-3%	21%	1.8%	1%	-10%	-0.62	-0.2	-0.45	0.7
CN1OC(Cn2cc(C#N)c(=O)n(C)c2=O)CC1c1ccccc1 (centres undefined)	1%	0.6%	9%	0%	-11%	-1.6%	7%	-28%	-0.54	-0.3	-0.35	0.15
O=C(NCc1ccc(Cl)cc1)NCc1ccc(Cl)cc1	14%	-0.1%	10%	9%	-51%[20 µM]	5.6%	4%	-15%	-0.91	-0.25	-0.37	0.32
COc1ccc(OC)c(/C=N/NC(=O)c2cc3c(OC)c(OC)ccc3[nH]2)c1	24%	-0.4%	16%	5%	·	5.7%	-13%	-27%	0.097	-0.24	0.43	-0.36

mol	HEK293 NOD2/NF-kB	GPR55 activation	AID2073	M1AAP inhibition	KOR beta-arrestin-1	KOR beta-arrestin-2	P. falciparum M17LAP	NOD1 NF-kB reporter	Dynein transport	Dynein transport cytoplasmic EGFP	Dynein transport nuclear GR-EGFP	Dynein transport cell count
COc1ccc(Cl)cc1C(=O)N1CCN=C1SC	14%	-0.3%	12%	4%	14%	-2.7%	-9%	-18%	2.5	-0.16	1.5	-0.83
CCOC(=O)C1(Cc2cccc(OC)c2)CCN(Cc2cccc3c2OCO3)CC1	-1%	-0.1%	-17%	-1%	4%	-0.2%	3%	14%	0.19	-0.27	0.33	-0.15
CN(C)S(=O)(=O)c1cccc(N=c2scc(-c3ccc4c(c3)NC(=O)CO4)n2CC2CCCO2)c1 (centres undefined)	25%	-0.1%	1%	19%	-17%	1.2%	3%	13%	-0.05	0.11	0.33	-0.28
O=C(Cc1ccc(Cl)cc1)N1CCN(c2ccc(F)cc2)CC1	0%	0.3%	10%	·	18%	-2.2%	·	7%	·	·	·	·
Cc1cc(NC(=O)CSc2nc(Cc3ccc(O)cc3)c(C)[nH]2)no1	22%	-0.3%	9%	·	-27%	3.1%	·	29%	·	·	·	·
CCCN1CN=C(Nc2nc3ccccc3o2)NC1	-43%	0.0%	-4%	-6%	8%	6.2%	-3%	-6%	1.3	-0.31	0.2	-0.13
Cc1cc(C(=O)OCC(=O)N2CC(C)OC(C)C2)ccc1[N+](=O)[O-] (centres undefined)	-1%	0.3%	6%	3%	-21%	0.5%	-5%	-8%	0.16	-0.14	0.16	-0.46
Cc1ccccc1OCCCc1c(C)n[nH]c1C	9%	-0.4%	2%	9%	28%	-0.7%	4%	1%	0.8	-0.21	1.3	-1.6
CN(C)c1nc(NS(=O)(=O)c2ccc(Cl)cc2)nc(N(C)C)n1	-8%	0.3%	-7%	3%	·	5.9%	2%	10%	-1	-0.0046	-1.1	0.2
CC1(C)CC(O)CC(C)(C)N1CC(O)COCc1ccccc1 (centres undefined)	0%	-0.1%	-3%	·	-25%	0.3%	·	-15%	·	·	·	·
Cc1ccsc1C(=O)C1CCCN(Cc2cn(C)nc2-c2ccccc2)C1 (centres undefined)	1%	-0.1%	0%	-2%	37%[20 µM]	·	2%	-29%	-1.5	-0.17	-0.77	-0.42
CC(=O)Oc1ccc(C(=O)Nc2cccc(NC(=O)c3ccco3)c2)cc1	8%	0.0%	7%	·	-3%	-3.5%	·	-18%	·	·	·	·

mol	HEK293 NOD2/NF-kB	GPR55 activation	AID2073	M1AAP inhibition	KOR beta-arrestin-1	KOR beta-arrestin-2	P. falciparum M17LAP	NOD1 NF-kB reporter	Dynein transport	Dynein transport cytoplasmic EGFP	Dynein transport nuclear GR-EGFP	Dynein transport cell count
Cc1nn(-c2ccc(F)cc2)c(Cl)c1/C=C(\CC(=O)O)c1nc2ccccc2s1	15%	-0.2%	2%	6%	-35%	2.0%	23%	18%	1.5	0.33	0.9	-2.5
Cc1ccccc1C(=O)/C=C1/c2ccccc2CC(C)(C)N1C	26%	0.7%	-31%	8%	-8%	-0.4%	7%	5%	0.89	-0.2	0.064	-0.67
O=C(Nc1cccnc1)c1cnn2c(C(F)F)cc(C3CC3)nc12	11%	-0.1%	0%	6%	-58%	7.5%	10%	1%	0.43	-0.17	0.24	0.16
O=C1CSC(c2ccccc2)N1c1nc(-c2ccc(Cl)cc2Cl)cs1 (centres undefined)	10%	12%	3%	-2%	-26%	1.4%	-6%	35%	0.2	-0.22	-0.28	-0.13
Cc1ccc(S(=O)(=O)NCCOCCNS(=O)(=O)c2ccc(C)cc2)cc1	14%	0.4%	-6%	5%	-20%	14%	4%	14%	0.036	-0.19	0.098	-0.28
Cc1ccc(CN2CCC(n3nccc3NC(=O)CCOc3ccccc3)CC2)o1	1%	0.2%	-2%	·	6%	-1.9%	·	-14%	·	·	·	·
O=C(NCCc1cccc(F)c1)C1CCC(=O)N(C2CCCCCC2)C1 (centres undefined)	5%	-0.2%	6%	·	13%	-0.8%	·	-19%	·	·	·	·
Cc1cc(C)c(NC(=O)/C(=C/c2ccco2)c2ccccc2)c(C)c1	-3%	-0.2%	37%	2%	-14%	-1.3%	5%	-10%	-0.62	0.34	-0.25	1
CCOc1ccc2ccccc2c1C(=O)N[C@@H]1C(=O)N2[C@@H]1SC(C)(C)[C@@H]2C(=O)O	15%	-0.5%	-1%	-1%	3%	-4.2%	6%	-7%	·	·	·	·
COC(=O)c1ccccc1NC(=O)/C=N/O	12%	-0.1%	6%	15%	-19%	-0.6%	4%	-6%	-0.72	0.067	-0.14	0.62
Cc1cc(N=Nc2ccc(Cl)cc2)cc(CN2CCOCC2)c1O	-12%	-0.2%	-10%	6%	25%	-1.1%	-8%	-8%	-0.48	-0.24	-0.27	0.23
COc1ccc(/C(=N\O)c2ncc(C(F)(F)F)cc2Cl)cc1	20%	0.3%	-3%	-11%	-17%	9.2%	1%	15%	1.3	0.15	0.82	-0.55

mol	HEK293 NOD2/NF-kB	GPR55 activation	AID2073	M1AAP inhibition	KOR beta-arrestin-1	KOR beta-arrestin-2	P. falciparum M17LAP	NOD1 NF-kB reporter	Dynein transport	Dynein transport cytoplasmic EGFP	Dynein transport nuclear GR-EGFP	Dynein transport cell count
CC(=O)c1cccc(N(CC(=O)Nc2ccc(F)cc2F)S(C)(=O)=O)c1	-25%	-0.2%	1%	7%	11%	0.9%	-3%	-28%	-0.21	-0.28	0.1	0.59
CCOC(=O)c1cnc2ccc(C)cc2c1NCCN1CCOCC1	-23%	0.0%	-1%	·	-13%	2.9%	·	2%	·	·	·	·
COc1ccc(NC(=O)c2ccccc2O)c(OC)c1	-50%	0.2%	1%	18%	-30%	-1.1%	25%	-29%	-0.69	-0.27	-0.17	0.62
COc1ccc(CN2CCNC(=O)C2CC(=O)NCc2ccc(C)s2)c(OC)c1 (centres undefined)	6%	0.3%	6%	2%	36%[20 µM]	·	8%	-26%	-1	-0.17	-0.56	-0.42
CC(=O)C1=C(O)C(=O)N(CCNCCO)C1c1ccccc1 (centres undefined)	1%	0.6%	14%	0%	-10%	2.0%	17%	32%	-0.41	-0.24	-0.97	0.86
COc1ccc(S(=O)(=O)N(C)CC(=O)N2CCCCCC2)cc1OC	-1%	-0.3%	-2%	2%	26%	-0.9%	2%	-5%	2.1	-0.19	1.1	-0.77
Cc1ccc(C(C)C)c(OCCN2C(=O)NC(C)(C)C2=O)c1	10%	-0.1%	-4%	5%	-3%	-3.3%	0%	12%	0.18	0.13	-0.11	0.034
CS(=O)(=O)Nc1ccc(C(=O)Nc2ccc3c(c2)OCCO3)cc1	-15%	0.0%	-7%	8%	6%	-10%	-2%	-56%	-0.55	-0.27	-0.33	2.1
Cc1ccc(-c2ccc(C(=O)NCCCNC(=O)c3cnccn3)o2)cc1Cl	-10%	0.0%	9%	·	-48%	4.2%	·	-1%	·	·	·	·
CCC(C(=O)O)n1c2ccccc2c2cn[nH]c(=O)c21 (centres undefined)	2%	1.0%	20%	·	-2%	5.0%	·	-2%	·	·	·	·
CC(C)c1ccc(CCNC(=O)c2cccc(S(=O)(=O)N3CCN(C)CC3)c2)cc1	13%	-0.1%	2%	·	10%	4.1%	·	-2%	·	·	·	·
COc1ccc(NC(=O)NC2(C(=O)N3CCN(C)CC3)CCCCC2)cc1	5%	-0.2%	-1%	·	8%	4.6%	·	-26%	·	·	·	·
COc1ccc(S(=O)(=O)N2CCOC23CCN(C(=O)c2ccc(Cl)cc2Cl)CC3)cc1	3%	0.2%	1%	·	-21%	-3.7%	·	-17%	·	·	·	·

Individual results from the entries so far.
Value of CC(=O)C1=C(O)C(=O)N(CCNCCO)C1c1ccccc1 (centres undefined) under KOR beta-arrestin-1: -10%
Value of COc1ccc(CN2CCNC(=O)C2CC(=O)NCc2ccc(C)s2)c(OC)c1 (centres undefined) under M1AAP inhibition: 2%

A portion of the library; the hit share may differ from the screen's.
